# APJ agonist: agonists of human APJ apelin receptor; P35414; CHO-K1 APJ PathHunter beta-arrestin, luminescence; 0% DMSO wells, 100% apelin; activation, % at 20 µM; 330,000 tested, 0.11% active;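 active = activation more than six SD over the plate average, tested at 20 µM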;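 note: 0% = DMSO alone and 100% = apelin-13 at 10 nM; some results filed as inactive read as strong as hits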
#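 system = engineered CHO-K1 APJ arrestin reporter cells | input = 1000 cells per well | timing = overnight seeding, 90 min compound at 25 °C, 1 h detection | measured by = enzyme-fragment complementation luminescence | read-out = beta-arrestin recruitment to APJ as agonist activity, luminescent signal | control set = negative DMSO alone, positive Apelin-13 at 10 nM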
# TIM10 inh: TIM10 yeast growth inhibition | AID 463195 | 330,000 tested, 1.4% active | S. cerevisiae TIM10 strain growth, BacTiter-Glo luminescence, 24 h | inhibition, % at 10 µM;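 active = inhibition of 40% or more at the single tested concentration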;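 note: wild-type TIM10 isogenic control strain grown at permissive 25 °C; 0% = DMSO yeast wells and 100% = minimal medium wells without yeast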
# XBP1 UPR activ: adaptive UPR (XBP1) activation. CHO-XBP1 luciferase reporter, IRE1-XBP1 UPR activation, luminescence; percent of tunicamycin response, DMSO as zero. activation, % at 20 µM. 330,000 tested, 0.33% active. AID 463104;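 active = versus positive control, 20 µM dose yields 30% or more activation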;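 note: 100% = tunicamycin at 10 µg/mL and 0% = DMSO only wells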
#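 Assay system: IRE1-XBP1 luciferase reporter CHO line. Input: 1000 cells/well. Buffer or medium: F12 with 10% serum. Doses: 20 µM, 1% DMSO. Times: overnight seeding at 37 °C, 6 h compound treatment at 37 °C. Technique: Steady-Glo luciferase glow luminescence, 10 min after reagent addition.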
# tim10-1 inh: tim10-1 yeast growth inhibition. S. cerevisiae tim10-1 ts strain growth, BacTiter-Glo, 24 h. inhibition, % at 20 µM. 330,000 tested, 2.2% active;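 active = inhibition of at least 40%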;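 note: mutant grown at 25 °C; 0% = DMSO wells with yeast and 100% = wells holding no yeast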
# tim23-1 inh: growth inhibitors of tim23-1 mutant yeast | S. cerevisiae tim23-1 growth, BacTiter-Glo luminescence, 24 h | inhibition, % at 20 µM | 330,000 tested, 1.3% active | AID 463212;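 active = growth inhibition of the mutant yeast at or above 50%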;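 note: temperature-sensitive mutant grown at 25 °C; plate controls were DMSO-treated mutant yeast for no effect and medium wells lacking yeast for full effect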
# CXCR6 block: CXCR6 (human) receptor inhibition. CHO-K1 PathHunter CXCR6 beta-arrestin, luminescence. AID 602244. O00574. inhibition, % at 20 µM. 360,000 tested, 0.36% active; in the data active = inhibition above about 34%, passing the limit was not always enough;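 note: antagonist mode with CXCL16 agonist at 10 nM final; 0% = 10 nM CXCL16 with DMSO and 100% = unstimulated wells without agonist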
# Mdm2-MdmX inh: inhibitors of human Mdm2/MdmX interaction. O15151+Q00987. SaOS-2 split-luciferase Mdm2/MdmX complementation, luminescence. inhibition, % at 8 µM. 330,000 tested, 3% active;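 active = inhibition of at least 50% at 8 µM in the primary screen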
# Target sequence (O15151 whole entry, looked up): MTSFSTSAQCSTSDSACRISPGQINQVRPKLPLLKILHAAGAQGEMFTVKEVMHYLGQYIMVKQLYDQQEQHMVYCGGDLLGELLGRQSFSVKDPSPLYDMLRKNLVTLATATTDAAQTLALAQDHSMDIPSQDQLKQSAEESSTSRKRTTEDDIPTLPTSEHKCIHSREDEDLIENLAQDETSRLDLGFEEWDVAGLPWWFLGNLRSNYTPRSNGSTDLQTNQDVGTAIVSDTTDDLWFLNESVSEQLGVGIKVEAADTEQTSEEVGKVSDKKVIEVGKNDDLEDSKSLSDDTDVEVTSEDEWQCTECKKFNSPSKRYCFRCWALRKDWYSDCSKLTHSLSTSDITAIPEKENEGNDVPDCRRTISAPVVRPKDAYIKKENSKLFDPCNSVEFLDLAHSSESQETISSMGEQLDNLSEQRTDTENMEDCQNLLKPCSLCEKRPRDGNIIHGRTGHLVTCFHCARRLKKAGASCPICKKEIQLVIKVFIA
# Target sequence (Q00987 whole entry, looked up): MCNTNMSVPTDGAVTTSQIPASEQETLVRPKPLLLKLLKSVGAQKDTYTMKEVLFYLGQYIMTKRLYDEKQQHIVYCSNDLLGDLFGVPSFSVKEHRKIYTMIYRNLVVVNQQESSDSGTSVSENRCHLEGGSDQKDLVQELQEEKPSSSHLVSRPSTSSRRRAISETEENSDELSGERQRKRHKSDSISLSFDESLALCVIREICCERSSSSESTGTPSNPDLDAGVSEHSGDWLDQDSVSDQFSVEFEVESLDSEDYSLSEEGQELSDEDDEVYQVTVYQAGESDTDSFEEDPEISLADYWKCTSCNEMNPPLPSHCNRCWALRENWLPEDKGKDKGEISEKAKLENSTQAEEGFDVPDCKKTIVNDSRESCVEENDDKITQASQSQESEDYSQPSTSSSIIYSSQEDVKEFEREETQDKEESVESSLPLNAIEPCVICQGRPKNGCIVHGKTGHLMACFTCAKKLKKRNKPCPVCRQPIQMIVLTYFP
# APJ antagonist: antagonists of human APJ apelin receptor; 330,000 tested, 0.32% active; AID 2521; CHO-K1 APJ beta-arrestin complementation, luminescence; inhibition, % at 20 µM;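 active = inhibition above about 40% at 20 µM, limit read from the data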;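 note: cells challenged with 10 nM apelin-13 agonist together with compound; plate controls were apelin-13 plus DMSO wells for no effect and DMSO wells lacking apelin-13 for full effect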
# CHOP UPR activ: activators of apoptotic arm of unfolded protein response (CHOP); AID 449763; CHO-CHOP luciferase reporter, UPR activation, luminescence; percent of tunicamycin response over DMSO baseline; activation, % at 10 µM; 330,000 tested, 0.34% active;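 active = at 10 µM dose, activation of 40% or more, normalized to positive control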;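 note: 100% = tunicamycin at 10 µg/mL and 0% = DMSO alone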
#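 System: CHO-CHOP luciferase reporter cell line | Buffer or medium: F12 medium containing 10% fetal bovine serum | Doses: One dose, 10 µM in 0.5% DMSO | Times: 6 h compound exposure at 37 °C after overnight seeding | Signal: Luciferase luminescence | Read-out: % activation vs tunicamycin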
# Starred values were filed as active, the others as inactive; & = joins results of further samples.
# Results follow in this order: APJ agonist	TIM10 inh	XBP1 UPR activ	tim10-1 inh	tim23-1 inh	CXCR6 block	Mdm2-MdmX inh	APJ antagonist	CHOP UPR activ
> CC(C)c1nnc(NC(=O)c2cccnc2)s1
  -1	-9	2	-9	3	1	6	2	2.0
> OCC1(Cc2ccccc2Cl)CCN(C/C=C/c2ccccc2)CC1
  -4	-18	-2	-32	-8	-5	34	8	0.6
> CCOC(=O)N1CCN(C(=S)NC(=O)c2cncc(Br)c2)CC1
  -3	4	-3	9	3	0	-7	10	0.5
> N#Cc1nc(-c2ccc(OCc3ccc(Cl)cc3)cc2)oc1N1CCC(C(N)=O)CC1
  -2	-6	1	14	13	2	5	6	2.7
> CC1(C)C(=O)OC(C(=O)c2ccccc2)C(C)(C)C1=O (stereo not given)
  -3	4	1	12	-3	-10	-1	-2	-1.5
> c1ccc(CNc2nc(CN3CCOCC3)nc3scc(-c4ccccc4)c23)cc1
  0	36	-2	25	46	1	7	3	0.7
> O=C(Nc1cc(Br)c(O)c(Br)c1)c1cccc(NC(=O)c2ccco2)c1
  -4	-14	-3	-21	-5	5	16	11	2.8
> CCS(=O)(=O)c1ncc(CO)n1CCc1ccccc1
  -4	4	-5	-2	3	2	5	7	0.6
> CCCc1nnc(NC(=O)CNc2ccc(F)cc2)s1
  -3	-10	-1	-8	4	3	17	-1	1.2
> COc1ccc(/C=N/NC(=O)c2cc(C)oc2C)cc1OCc1ccccc1
  4	14	-2	35	28	4	62*	-13	2.6
> COc1ccc(-n2c(SCC(=O)N/N=C(\C)c3cccnc3)nc3ccccc3c2=O)cc1
  4	14	1	4	15	8	45	13	-0.2
> O=C(Nc1cccc(Cl)c1Cl)C1CCN(c2ncccn2)CC1
  1	-14	-2	20	-7	-7	0	6	-1.2
> Cc1ccc(N(CC(=O)NCc2ccc3c(c2)OCO3)S(=O)(=O)c2c(C)noc2C)cc1
  -5	7	-2	23	4	12	7	7	0.2
> COc1ccc(C(=O)C2CCCN(Cc3nc4ccccc4nc3C)C2)cc1OC (stereo not given)
  -1	16	1	2	15	4	10	1	-1.4
> O=[N+]([O-])C(/C=C(\Cl)[N+](=O)[O-])=C1N(Cc2ccc(Cl)nc2)CCN1Cc1ccc(Cl)nc1
  1	-20	0	-3	-11	-4	15	-16	0.5
> O=S(=O)(NCCc1csc(-c2cccnc2)n1)c1ccc2c(c1)OCCO2
  -2	11	-1	26	34	-9	7	-4	1.1
> O=C(CO/N=C\c1ccccc1)Nc1ccccc1C(=O)N1CCOCC1
  0	6	-1	14	3	-4	7	-18	0.3
> CCOC(=O)C1CCN(C(=O)c2cc3c(=O)n4ccccc4nc3n2C)CC1
  -3	8	1	11	6	-2	16	10	-1.9
> O=C(c1cc(=O)c2ccccc2o1)N1CCN(c2ccccc2)CC1
  -3	5	2	6	14	6	17	3	-0.7
> Cc1cc(C(=O)N2CCCc3ccccc32)ccc1[N+](=O)[O-]
  -2	-11	-4	-4	7	12	11	-15	1.7
> CCOc1cc(/C=C2/C(=N)N3C(=NC2=O)SN=C3S(C)(=O)=O)ccc1OS(=O)(=O)c1ccccc1
  -6	8	-3	6	15	5	12	14	-0.9
> COc1ccc(NC(=S)Nn2cnnc2)c(OC)c1
  -1	-8	-6	-17	4	-31	14	-7	0.3
> CC(=O)Nc1cccc(NC(=O)C(C)N2c3cccc4cccc(c34)S2(=O)=O)c1 (stereo not given)
  0	3	-4	-4	2	13	10	-13	-0.1
> c1ccc(C2c3[nH]c4ccccc4c3CCN2Cc2cccn2-c2ccccn2)nc1 (stereo not given)
  -4	1	0	20	32	6	13	-2	-1.6
> O=C(COC(=O)c1ccc(S(=O)(=O)NCc2ccco2)cc1)NC1CCCCCC1
  -2	5	-1	23	12	-3	5	-5	-2.9
> O=C(O)CN1CCN(CC(=O)O)CCN(CC(=O)O)CCN(CC(=O)O)CC1
  -3	3	-6	11	0	2	14	1	-0.4
> N#Cc1ccccc1CSc1nc2ncc(Br)cc2[nH]1
  -4	11	3	8	19	1&-9	-10	14	-1.1
> Cc1ccc(NC(=S)/C(=C(\[O-])c2ccc(Cl)s2)[n+]2cccc(CO)c2)cc1C
  -3	8	0	25	32	3	2	8	1.2
> O=C(COC(=O)c1cccs1)Nc1cccc(Cl)c1
  -4	-31	5	-14	13	-1	1	-4	-0.7
> CC1(C)CC(=O)C2=C(C1)OC1=C(C(=O)CC(C)(C)C1)C2c1ccc(O)cc1O
  -4	36	-5	44*	46	66*	100*	52*	208*
> O=S(=O)(c1ccccc1)c1nc(Cc2ccccc2)oc1N1CCOCC1
  0	-16	-4	13	8	7	15	4	-0.5
> Cc1cc(C)c(S(=O)(=O)c2cccc(Cl)c2)c(=O)[nH]1
  -2	7	-4	-8	23	-3	9	8	-0.5
> Cn1c(-c2ccc(F)cc2)cnc1NCc1cc2c(cc1[N+](=O)[O-])OCO2
  7	-15	-1	9	-14	-10	8	-24	0.1
> Cc1nonc1C1CCCN1Cc1cn[nH]c1-c1ccc(-c2ccccc2)cc1 (stereo not given)
  -4	28	2	33	36	0	-1	8	2.3
> CCCOc1cc(C)c(S(=O)(=O)N2CCN(C)CC2)cc1C
  -1	11	-2	12	8	-6	6	1	-2.2
> COc1ccc(C)cc1NC(=O)COC(=O)c1ccc(OCc2ccc(Cl)cc2Cl)c(OC)c1
  -1	-3	-1	13	8	6	14	-3	2.5
> CCc1nnc(NC(=O)CCNC(=O)c2ccco2)s1
  0	-17	-2	1	5	2	-3	-9	-0.5
> COc1ccc(CC(NC(C)=O)C(=O)NC2CCN(C(=O)C3CCCCC3)CC2)c(OC)c1 (stereo not given)
  -1	4	1	14	20	0	-7	19	1.4
> O=S(=O)(Nc1cccc2c1CCCC2)c1ccc(Cl)cc1
  1	19	3	13	23	-6	12	-2	-1.1
> COc1cc(C(=O)Nc2ccc(C(N)=O)cc2)c([N+](=O)[O-])cc1OC
  -2	9	4	-5	11	1	-1	2	-0.9

# Profiles, looked up by structure:
# CCS(=O)(=O)c1ncc(CO)n1CCc1ccccc1 reads APJ agonist: -4; TIM10 inh: 4; XBP1 UPR activ: -5; tim10-1 inh: -2; tim23-1 inh: 3; CXCR6 block: 2; Mdm2-MdmX inh: 5; APJ antagonist: 7; CHOP UPR activ: 0.6
# Cc1ccc(NC(=S)/C(=C(\[O-])c2ccc(Cl)s2)[n+]2cccc(CO)c2)cc1C reads APJ agonist: -3; TIM10 inh: 8; XBP1 UPR activ: 0; tim10-1 inh: 25; tim23-1 inh: 32; CXCR6 block: 3; Mdm2-MdmX inh: 2; APJ antagonist: 8; CHOP UPR activ: 1.2

# (continued)
# Results follow in this order: APJ agonist	TIM10 inh	XBP1 UPR activ	tim10-1 inh	tim23-1 inh	CXCR6 block	Mdm2-MdmX inh	APJ antagonist	CHOP UPR activ
> COc1cccc(NC(=O)c2cccc(C(=O)Nc3cccc(OC)c3)c2)c1
  -3	-4	-2	-4	0	2	15	9	1.1
> COc1ccc(OC)c(NC(=O)c2oc3ccccc3c2NC(=O)C2CC2)c1
  7	-5	60*	-1	1	4	58*	-5	1.3
> Cc1cc(C(=O)CSc2cccc[n+]2[O-])c(C)n1-c1ccccc1
  -2	3	-5	14	9	3	-71	-6	-0.2
> CC1(C)SC(=S)N(/N=C/c2ccc(O)cc2)C1N(O)C(=O)Nc1ccc([N+](=O)[O-])cc1 (stereo not given)
  -3	-2	7	19	13	10	18	17	-2.0
> CC(=O)c1ccccc1NC(=O)C1CC(=O)N(c2ccc3c(c2)OCCO3)C1 (stereo not given)
  -1	-2	-1	0	14	-1	-8	7	-2.7
> COc1ccc(/C=C/c2cc(C(=O)O)c3ccccc3n2)cc1
  -3	26	-7	15	33	11	-5	8	-8.8
> O=C(N/N=C/c1ccc(OC(=O)c2ccccc2Cl)cc1)c1ccc(O)cc1
  8	-8	-4	5	4	-5	23	-28	2.1
> COc1ccccc1CNC(=O)C1CC(c2cccc([N+](=O)[O-])c2)=NO1 (stereo not given)
  -4	0	1	11	4	-1	13	-60	-0.2
> Cc1ccc(SC/C(O)=C(\C#N)c2nc3ccccc3s2)cc1
  -4	8	-3	-11	0	-5	26	8	-1.3
> Cc1c(C)n(CCC#N)c2ccc(Cl)cc12
  0	14	-5	22	23	-6	25	-13	-2.5
> COc1cc(NC(=O)c2ccc(Cl)cc2)c2ncccc2c1
  3	8	0	10	1	5	49	8	1.8
> O=C(COc1ccc2c(c1)OCO2)Nc1ccc(Cl)cn1
  2	2	1	8	13	3	4	0	2.8
> Cc1c(C(=O)N2CCOCC2)[nH]c2c1C(=O)CC(c1ccc(Cl)cc1)C2 (stereo not given)
  4	6	-3	4	13	2	15	9	0.5
> Cc1cccc(N2CCN(C(C)C(=O)N3CCc4ccccc43)CC2)c1C (stereo not given)
  -6	-9	2	0	22	4	6	5	0.4
> NCCCCCc1nnc(SCC(=O)Nc2cccc(Cl)c2)o1
  -4	-20	-3	8	10	3	7	8	-0.9
> O=C(CNC(=O)c1cccs1)OCC(=O)c1ccc(Br)cc1
  -4	0	-5	5	11	5	15	22	-1.0
> CC1CCCC(C)N1C(=O)COC(=O)c1cc(Br)ccc1Cl (stereo not given)
  -4	8	-5	11	17	6	9	15	2.4
> Cc1nc2ccc(NC(=O)c3ccco3)cc2s1
  2	-14	1	-6	-10	-2	-28	-2	2.0

# CXCR6 block, what is marked active above
Molecule,CXCR6 block,Mdm2-MdmX inh,APJ antagonist
CC1(C)CC(=O)C2=C(C1)OC1=C(C(=O)CC(C)(C)C1)C2c1ccc(O)cc1O,66*,100*,52*

# Compounds shown so far that contain fluorine:
# Results follow in this order: APJ agonist	TIM10 inh	XBP1 UPR activ	tim10-1 inh	tim23-1 inh	CXCR6 block	Mdm2-MdmX inh	APJ antagonist	CHOP UPR activ
> CCCc1nnc(NC(=O)CNc2ccc(F)cc2)s1
  -3	-10	-1	-8	4	3	17	-1	1.2
> Cn1c(-c2ccc(F)cc2)cnc1NCc1cc2c(cc1[N+](=O)[O-])OCO2
  7	-15	-1	9	-14	-10	8	-24	0.1

# Source: PubChem (Sanford-Burnham Center for Chemical Genomics)

# Not all compounds are listed; count on the stated rates, not on these rows.
